High-throughput results from PubChem.
Rin1 Abl inh: blocks binding of human Rin1 to Abl; P00519+Q13671; TR-FRET Rin1/Abl binding, biochemical; inhibition, % at 7.35 µM; 360,000 tested, 0.4% active; in the data active means inhibition above about 5%, passing the limit was not always enough
bovine MsrA act: bovine methionine sulfoxide reductase A activation | purified bovine MsrA, absorbance read-out | AID 602163 | activation, % at 10.6 µM | 360,000 tested, 0.3% active; in the data active means activation above about 7.5%;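 further: 0% = vehicle and 100% = reference activator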
CendR NRP1 mod: modulators of CendR peptide binding to human neuropilin-1. inhibition, % at 25 µM. FAM-RPARPAR peptide binding to NRP-1, fluorescence polarization. 360,000 tested, 0.85% active;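 active means inhibition or corrected inhibition above about 18%, plus a signal ratio from 0.5 to 1.5, limit read from the data, passing the limit was not always enough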; further: strong numbers were not always called active
Target sequence (O14786 whole entry, looked up): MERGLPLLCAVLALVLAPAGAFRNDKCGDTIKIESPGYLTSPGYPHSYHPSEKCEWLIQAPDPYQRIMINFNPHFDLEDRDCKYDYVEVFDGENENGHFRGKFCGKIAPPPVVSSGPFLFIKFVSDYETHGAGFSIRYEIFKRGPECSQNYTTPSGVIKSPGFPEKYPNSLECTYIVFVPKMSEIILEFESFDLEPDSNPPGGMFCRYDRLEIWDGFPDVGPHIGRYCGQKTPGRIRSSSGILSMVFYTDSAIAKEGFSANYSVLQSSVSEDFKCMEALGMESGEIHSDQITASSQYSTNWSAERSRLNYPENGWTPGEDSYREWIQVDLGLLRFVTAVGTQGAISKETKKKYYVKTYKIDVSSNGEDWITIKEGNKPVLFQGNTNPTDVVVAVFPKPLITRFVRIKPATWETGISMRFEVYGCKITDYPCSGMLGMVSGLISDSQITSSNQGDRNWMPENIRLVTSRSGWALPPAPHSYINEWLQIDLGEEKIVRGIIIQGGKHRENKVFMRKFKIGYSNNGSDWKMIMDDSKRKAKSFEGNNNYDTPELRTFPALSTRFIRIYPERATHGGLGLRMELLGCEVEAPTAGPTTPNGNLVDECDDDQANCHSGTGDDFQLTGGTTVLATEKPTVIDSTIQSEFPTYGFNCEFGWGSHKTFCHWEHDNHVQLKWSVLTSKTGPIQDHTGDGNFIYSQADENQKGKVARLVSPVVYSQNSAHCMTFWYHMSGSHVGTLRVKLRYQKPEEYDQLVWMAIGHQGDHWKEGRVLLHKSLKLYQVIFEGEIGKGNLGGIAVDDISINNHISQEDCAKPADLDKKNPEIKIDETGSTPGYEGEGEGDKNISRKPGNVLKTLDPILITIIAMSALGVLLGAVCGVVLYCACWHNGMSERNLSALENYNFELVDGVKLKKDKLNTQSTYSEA
SKN-1 inh: blocks SKN-1 activity in C. elegans. C. elegans VP596 Pgst-4::GFP/RFP ratio, acrylamide-induced, 24 h. inhibition, % at 21.8 µM. 360,000 tested, 0.49% active;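 active means interference check ratio from 0.5 to 1.5 plus GFP to RFP signal ratio inhibition reaching or exceeding a fixed threshold, cut at about 30% in these data, passing the limit was not always enough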; further: some compounds called inactive have numbers as strong as hits
E coli Lon inh: inhibitors of E. coli Lon protease; P0A9M0; purified E. coli Lon protease, fluorescence polarization; inhibition, % at 7.94 µM; 360,000 tested, 0.42% active; AID 602123; in the data active means inhibition above about 13%, passing the limit was not always enough;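 further: 0% = enzyme with probe and DMSO and 100% = no enzyme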
Neddylation inh: blocks human cullin neddylation. TR-FRET cullin neddylation, biochemical. calls only at 25 µM. 360,000 tested, 0.58% active; in the data active means inhibition above about 36%
FAS TE block: blocks the thioesterase domain of human fatty acid synthase. inhibition, % at 15 µM. recombinant FAS-TE, OMFH fluorogenic substrate, fluorescence endpoint. 360,000 tested, 0.67% active. AID 602261. P49327;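 active means compounds whose normalised, plate-corrected inhibition of enzyme fluorescence in the single-dose primary screen is 50% or more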;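 further: 0% = DMSO with enzyme and 100% = substrate without enzyme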
MLLE-PAM2 inh: inhibitors of microRNA-mediated deadenylation, human PABP1 MLLE binding; GST-MLLE / FITC-PAM2 fluorescence polarization; 360,000 tested, 0.36% active; P11940; inhibition, % at 20 µM; in the data active means inhibition above about 35%, passing the limit was not always enough;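 further: plate controls were DMSO wells with GST-MLLE for no effect and wells lacking GST-MLLE protein for full effect; some results filed as inactive read as strong as hits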
MT1-MMP act inh: inhibitors of human MT1-MMP activation | P50281 | HT1080 RFP-PRO-GFP cells, GFP/RFP ratio fluorescence, overnight; percent of plate control window, DMSO zero | GFP/RFP ratio change, % at 20 µM | 360,000 tested, 0.061% active | AID 651647;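 active means GFP/RFP ratio change of at least 30% with cell ATP level not reduced by more than half and red fluorescence within 50% of control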; further: strong numbers were not always called active
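Test system: HT1080 cells expressing an RFP-PRO-GFP fluorescent reporter construct / Compound dosing: single-point 20 µM compound, 1% DMSO / Schedule: cells overnight before dosing, compound overnight, 37 °C, 5% CO2 / Evaluation: GFP/RFP fluorescence ratio / Control set: DMSO and RFP-L50D-GFP cell wells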
Active calls of the source: *; i = inactive; . = not tested or not shown. Hits appear at their usual frequency; any-hit rate near 4%.

Every second line gives: Rin1 Abl inh | bovine MsrA act | CendR NRP1 mod | SKN-1 inh | E coli Lon inh | Neddylation inh | FAS TE block | MLLE-PAM2 inh | MT1-MMP act inh
Cc1nnsc1C(=O)N/N=C/c1ccccc1Cl
 : 0.7 | -3.1 | 7.4 | 10.8 | -3.9 | i | -1.7 | -22.7 | -1.7
COCCN1C(=O)/C(=C2/C(=O)N(CC(=O)Nc3ccccc3Cl)c3ccccc32)SC1=S
 : 0.5 | -2.3 | 28.1* | 15.1 | 3.5 | i | -8.5 | 23.4 | 10.1
CCc1nc2c(OCc3ccc(C#N)cc3)cccn2c1N(C)C(=O)C(C)C
 : -0.5 | -5.6 | -3.8 | 2.7 | -7.1 | i | -3.4 | 1.2 | 2.3
CCOC(=O)[C@H](CCc1ccccc1)N[C@@H](C)C(=O)N1C(C(=O)O)C[C@@H]2CCC[C@@H]21 (stereo partly drawn)
 : -1.5 | -5.7 | 4.1 | -3.7 | -5.9 | i | -3.8 | -7.3 | 2.0
CC1(C(=O)NCc2cccc(Cl)c2)Cc2c(-c3ccccc3)ccnc2O1 (stereo not drawn)
 : 0.9 | -0.5 | -7.5 | 3.4 | -0.6 | i | 17.0 | -1.0 | -1.6
CCCCc1nc2cc(C(=O)N3CCNC(=O)C3)ccc2o1
 : 5.4 | -3.1 | 6.6 | 12.0 | -4.8 | i | -4.1 | 3.7 | -0.1
CCOC(=O)NC(CC(=O)O)c1ccc(OC)cc1 (stereo not drawn)
 : -0.2 | -7.9 | 0.3 | -7.1 | -1.9 | i | -7.5 | -1.6 | 7.8
O=[N+]([O-])c1cccc(COc2cccc(CN3CCCCC3)c2)c1
 : -1.0 | -2.0 | -4.0 | -2.7 | 4.4 | i | 2.5 | -1.8 | 0.4
COc1cc(NS(=O)(=O)c2ccc(NC(=S)NC(=O)COc3ccccc3OC)cc2)nc(OC)n1
 : 0.5 | 0.6 | -14.5 | -3.5 | 0.7 | i | 6.9 | 26.9 | -1.3
OCCc1c[nH]c2ccccc12
 : -3.1 | -1.4 | -11.8 | 1.3 | 4.6 | i | -3.9 | -0.8 | 2.4
CN(C)CCCn1c2c(c(SCC(=O)Nc3cccc4ccccc34)nc1=O)CCCC2
 : -2.4 | 11.2* | 9.1 | 6.8 | -1.0 | i | -2.6 | -7.9 | 0.4
O=C1C2C3CC(C(Br)C3Br)C2C(=O)N1c1ccccn1 (stereo not drawn)
 : -1.9 | -1.3 | 14.6 | -4.3 | -7.4 | i | -6.2 | -6.4 | -2.4
O=C(NCCOC(=O)c1ccc([N+](=O)[O-])cc1)c1cccnc1
 : 1.3 | -2.3 | 6.2 | 4.0 | -0.3 | i | 1.7 | -11.5 | -0.9
CCN(C1CCS(=O)(=O)C1)S(=O)(=O)c1ccc(Cl)s1 (stereo not drawn)
 : -4.5 | 1.2 | -5.5 | 18.6 | 11.2 | i | -6.6 | 8.4 | 0.8
C=CCNC(=S)Nc1sc2c(c1C(=O)OCC)CC(C(C)C)OC2 (stereo not drawn)
 : -1.4 | -1.9 | -10.7 | 0.3 | -3.5 | i | 19.1 | 9.5 | 1.6
O=C(CCn1c(=O)sc2ccccc21)NC1CCCCC1
 : 1.5 | -0.6 | 8.7 | -3.2 | -3.1 | i | -5.3 | 10.0 | 0.3
COc1ccc(C2=NN(C(=O)CN3CCOCC3)C(c3nc4ccccc4[nH]3)C2)cc1 (stereo not drawn)
 : 0.9 | -1.6 | -0.4 | 8.1 | 5.7 | i | -6.6 | 8.6 | -0.3
Cc1cccc(NN=C2c3ccccc3-c3ccccc32)c1
 : 1.6 | -2.2 | -4.1 | -10.5 | 4.2 | i | 29.5 | 4.2 | 1.3
CCOc1ccc(CCNC(=O)C2CCCN(S(=O)(=O)c3c(C)n[nH]c3C)C2)cc1OCC (stereo not drawn)
 : 2.1 | -4.4 | -4.4 | -1.3 | -0.5 | i | -2.7 | 6.6 | 1.4
CCOc1ccc(CCNC(=O)COC(=O)c2cccc(S(=O)(=O)N3CCCCC3)c2)cc1OCC
 : -2.5 | -1.8 | -6.8 | 24.5 | -5.8 | i | 6.9 | -0.9 | -1.5
Cc1cc(C(=O)N/N=C\c2cc(C(C)(C)C)ccc2O)n[nH]1
 : 0.3 | -3.4 | 3.9 | 21.5 | 1.3 | i | 5.0 | 3.6 | -0.8
Cc1ccc(-c2nnn(CC(=O)N(Cc3cccs3)C(C(=O)NC3CCCC3)c3ccncc3)n2)cc1 (stereo not drawn)
 : 3.0 | -3.7 | -25.1 | 1.3 | 4.5 | i | 9.3 | 1.4 | -46.4
CC(C)(O)C#Cc1ccc(CN2CCC(n3nccc3NC(=O)C3CC3)CC2)cc1
 : -1.7 | -7.6 | -9.2 | 2.4 | -1.0 | i | -9.5 | -3.0 | -0.1
CC(C)CCN1C(=O)c2ccc(C(=O)Nc3ccc(Br)cc3C(=O)O)cc2C1=O
 : -0.9 | -3.4 | -105.4 | -14.4 | 5.7 | i | -132.0 | -3.6 | 2.3
O=C(c1cccc2ccccc12)N1CCN(c2ccccc2F)CC1
 : -2.1 | 0.1 | 13.5 | -28.1 | -0.5 | i | 6.6 | 4.3 | 1.2
CCOc1ccccc1N(CC(=O)NCCSc1ccccc1)S(C)(=O)=O
 : 2.3 | -2.4 | 0.8 | 1.4 | -2.2 | i | -1.0 | 9.0 | 2.5
CC1=C(C(=O)N(C)C)CC(CC(=O)NCCCCc2ccccc2)C(=O)N1Cc1ccc(C(C)(C)C)cc1 (stereo not drawn)
 : -0.2 | 0.0 | -5.0 | 1.7 | -1.5 | i | 25.6 | -3.6 | -6.6
CCS(=O)(=O)N1CCC(C(=O)Oc2ccccc2OC)CC1
 : -3.0 | 2.0 | 3.5 | 0.4 | -1.9 | i | -5.3 | 15.6 | 1.0
CCc1cc(=O)oc2cc(OCC(=O)NCCCn3ccnc3)ccc12
 : 0.6 | -10.5 | 5.1 | -3.8 | 10.6 | i | 3.2 | -1.2 | 3.8
CC(=O)N1c2ccc(S(=O)(=O)N3CCC(C(=O)Nc4cc(C)cc(C)c4)CC3)cc2CC1C (stereo not drawn)
 : -3.1 | -3.2 | 5.9 | 2.9 | 8.7 | i | 12.6 | -2.1 | 6.1
Cc1ccccc1-c1nn2c(-c3ccccc3)nnc2s1
 : 0.0 | -4.7 | 5.6 | 17.5 | 5.5 | i | 8.3 | -10.8 | 2.0
S=C(NCc1cccs1)Nc1cccc2ccccc12
 : 1.2 | -5.7 | -17.8 | -5.6 | 3.5 | i | 7.7 | 21.7 | 1.1
Cc1ccc(NC(=O)c2cc(N3C(=O)C4CCCCC4C3=O)ccc2N2CCOCC2)cc1 (stereo not drawn)
 : -0.4 | -1.8 | 25.0* | 4.3 | -1.0 | i | 10.0 | 14.7 | 3.6
O=C(O)c1ccccc1-c1nc2ccccc2n1-c1ccccc1
 : -1.8 | -9.2 | 4.6 | 8.9 | -6.8 | i | -8.7 | 18.9 | -7.2
CC(=O)Nc1ccc(NC(=O)CSc2nccn2Cc2ccco2)cc1
 : -2.9 | -4.8 | -1.5 | 5.9 | -12.2 | i | -6.2 | 6.9 | 5.3
Cc1ccc(S(=O)(=O)N2[C@H](c3ccccc3)CC(=O)[C@@H]3CN(S(=O)(=O)c4ccccc4C)[C@H](c4ccccc4)C[C@@H]32)cc1
 : 1.1 | -3.3 | 10.7 | 7.7 | -5.0 | i | 27.6 | 5.9 | 7.5
CCC(=O)N1CCc2cc(S(=O)(=O)NC(C(=O)NCc3ccc(C)cc3)C(C)C)ccc21 (stereo not drawn)
 : 0.1 | -4.6 | 2.7 | 2.1 | -20.7 | i | -18.6 | -6.7 | 11.5
Cc1ccc(CNC(=O)c2cc3c(s2)CN(Cc2ccccc2)C3)cc1
 : -1.5 | -1.3 | -2.1 | -3.9 | -0.6 | i | 2.2 | -21.5 | 2.3
CC(C)(C)OC(=O)C[C@H]1C/C=C\C[C@@H](CC(=O)NCCO)C(=O)N[C@H](Cc2ccccc2)COC1=O
 : 0.0 | -1.2 | 0.2 | -4.3 | -6.4 | i | -5.9 | 17.3 | 3.6
Cc1ccc(C(=O)OC2CCOC2=O)cc1NC(=O)c1ccco1 (stereo not drawn)
 : -2.2 | -6.3 | 2.1 | -18.9 | -2.2 | i | -9.3 | 1.5 | -1.1
Cc1cccc(OCCOC(=O)C2CCN(S(=O)(=O)c3ccc(C)c(C)c3)CC2)c1
 : 2.2 | -7.3 | 1.4 | -5.0 | 17.5 | i | 24.9 | 2.2 | -1.7
Cc1cc(=O)oc2cc(OCC(=O)Nc3nnc(C4CC4)s3)ccc12
 : -4.4 | -3.8 | -24.5 | 6.6 | -17.1 | i | -4.7 | -4.8 | 5.8
CCN(CC)C(=O)CSc1nc2ccccc2c(=O)n1CCC(=O)NCc1ccc(F)cc1
 : -1.6 | -2.5 | 3.1 | -11.1 | 5.3 | i | -6.3 | 0.1 | 2.7
CC(C)CC(c1nnnn1C1CCCCC1)N1CCN(C(=O)c2ccco2)CC1 (stereo not drawn)
 : -1.8 | -11.3 | 9.1 | -0.4 | -5.4 | i | -2.7 | 4.4 | -0.8
COc1ccc(OC)c2nc(-c3ccc4c(c3)OCO4)ccc12
 : 3.2 | -1.8 | 0.8 | -0.5 | -8.1 | . | 5.9 | -1.9 | 0.6
CCN(CC)S(=O)(=O)c1ccc(N2CCCCC2)c(NC(=O)c2ccncc2)c1
 : 1.5 | 1.9 | 5.3 | -12.3 | -9.7 | i | 3.4 | 6.6 | -1.8
COc1ccc(NC(=O)O/N=C/c2ccncc2)cc1
 : -1.6 | -7.3 | 10.3 | -3.4 | 1.3 | i | -6.7 | -3.0 | -1.3
Cc1ccc(S(=O)(=O)N/N=C/c2cn(C)nc2C)cc1
 : -0.4 | -2.1 | -3.4 | 20.5 | -11.9 | i | -6.5 | -19.5 | 1.2
CCN(CC)CCN(C(=O)c1ccc([N+](=O)[O-])cc1)c1nc2ccc(OC)cc2s1
 : -1.3 | -1.2 | -12.6 | 0.1 | 2.4 | i | 7.7 | 2.9 | 2.7
CC(C)c1csc(CN2CCN(Cc3ccccc3)C(CCO)C2)n1 (stereo not drawn)
 : 1.0 | 0.3 | 2.5 | -3.6 | -7.8 | i | -4.3 | 11.9 | -2.2
NS(=O)(=O)c1ccc(NC(=S)NC2CCCC2)cc1
 : 0.5 | -1.6 | 8.8 | 6.0 | 1.1 | i | -11.0 | 6.3 | 1.0
COc1cccc(NS(=O)(=O)c2ccc(S(=O)(=O)N3CCCC3)cc2)c1
 : -0.2 | -2.0 | 5.7 | 5.7 | 4.0 | i | 0.3 | -9.2 | -0.9
COc1ccc(CCNC(=O)c2ccc(OCc3c(C)noc3C)c(OC)c2)cc1
 : 4.4 | -4.5 | 13.6 | -7.8 | 6.9 | i | -4.9 | -5.4 | 3.7

Structural class: the entries above containing a furan ring, fused or not
Every second line gives: Rin1 Abl inh | bovine MsrA act | CendR NRP1 mod | SKN-1 inh | E coli Lon inh | Neddylation inh | FAS TE block | MLLE-PAM2 inh | MT1-MMP act inh
CC(=O)Nc1ccc(NC(=O)CSc2nccn2Cc2ccco2)cc1
 : -2.9 | -4.8 | -1.5 | 5.9 | -12.2 | i | -6.2 | 6.9 | 5.3
Cc1ccc(C(=O)OC2CCOC2=O)cc1NC(=O)c1ccco1 (stereo not drawn)
 : -2.2 | -6.3 | 2.1 | -18.9 | -2.2 | i | -9.3 | 1.5 | -1.1
CC(C)CC(c1nnnn1C1CCCCC1)N1CCN(C(=O)c2ccco2)CC1 (stereo not drawn)
 : -1.8 | -11.3 | 9.1 | -0.4 | -5.4 | i | -2.7 | 4.4 | -0.8
